Source: PubChem
RPL19A-GFP yeast – yeast TOR pathway RPL19A-GFP modulation; percent response vs DMSO, % at 10 µM; S. cerevisiae RPL19A-GFP strain, flow cytometry, 3 h; active compounds read low; actives 0.3% (n = 330,000);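 active means percent response vs DMSO below 50%; inconclusive means fewer than 70 events counted for the yeast strain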;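 further: median channel GFP fluorescence of the barcoded RPL19A-GFP strain; ratio of sample median GFP to plate DMSO average so 100% = DMSO; lower means less RPL19A-GFP as with rapamycin TOR inhibition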
CIT2 TOR yeast – alters CIT2-GFP fluorescence in TOR pathway yeast screen; S. cerevisiae CIT2-GFP strain, flow cytometry, 3 h; 100 means same as DMSO wells; actives 0.065% (n = 320,000); GFP response vs DMSO, % at 10 µM;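 active means GFP response relative to DMSO above a set limit, near the screen mean plus 3 SD, cut at about 150% in these data; inconclusive means Fewer than 70 cells measured for a yeast strain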;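 further: ratio of well median GFP fluorescence to mean of DMSO wells on the plate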
proCasp7 act – activates human procaspase-7, counter-screen for procaspase-3 activators; recombinant procaspase-7, Ac-DEVD-pNA absorbance 405 nm; D23A/D198A/D206A triple mutant, cannot self-cleave; scale: DMSO 0, 5 µM enzyme 100; P55210; activation, % at 8.5 µM; AID 463210; actives 0.093% (n = 330,000);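 active means percent activation above the screen-wide mean plus 3 SD, cut at about 25% in these data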
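System: Procaspase-7 triple mutant (PC-7 D3A); measure: % activation from two-timepoint absorbance difference, scaled to controls; times: 1 h compound preincubation, 2 h substrate cleavage, 25 °C; also added: Ac-DEVD-pNA substrate, 400 µM as added; measured by: Epi-absorbance of released pNA at 405 nm, two timepoints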
LAP4 TOR yeast – modulators of TOR pathway LAP4-GFP in S. cerevisiae; S. cerevisiae LAP4-GFP multiplex, flow cytometry GFP, 3 h; median GFP as percent of DMSO wells; GFP response vs DMSO, % at 10 µM; actives 0.34% (n = 320,000); AID 2023;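 active means GFP response vs DMSO above a set limit, about the screen mean plus 3 SD, cut at about 150% in these data; inconclusive means under 70 cell events counted for the yeast strain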
AHR activator – activators of human aryl hydrocarbon receptor. AHR-responsive luciferase reporter cells, luminescence. activation, % at 5 µM. actives 2.5% (n = 320,000); in the data active means activation above about 47%;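 further: 0% = vehicle wells and 100% = reference agonist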
Target sequence (P35869 whole entry, looked up): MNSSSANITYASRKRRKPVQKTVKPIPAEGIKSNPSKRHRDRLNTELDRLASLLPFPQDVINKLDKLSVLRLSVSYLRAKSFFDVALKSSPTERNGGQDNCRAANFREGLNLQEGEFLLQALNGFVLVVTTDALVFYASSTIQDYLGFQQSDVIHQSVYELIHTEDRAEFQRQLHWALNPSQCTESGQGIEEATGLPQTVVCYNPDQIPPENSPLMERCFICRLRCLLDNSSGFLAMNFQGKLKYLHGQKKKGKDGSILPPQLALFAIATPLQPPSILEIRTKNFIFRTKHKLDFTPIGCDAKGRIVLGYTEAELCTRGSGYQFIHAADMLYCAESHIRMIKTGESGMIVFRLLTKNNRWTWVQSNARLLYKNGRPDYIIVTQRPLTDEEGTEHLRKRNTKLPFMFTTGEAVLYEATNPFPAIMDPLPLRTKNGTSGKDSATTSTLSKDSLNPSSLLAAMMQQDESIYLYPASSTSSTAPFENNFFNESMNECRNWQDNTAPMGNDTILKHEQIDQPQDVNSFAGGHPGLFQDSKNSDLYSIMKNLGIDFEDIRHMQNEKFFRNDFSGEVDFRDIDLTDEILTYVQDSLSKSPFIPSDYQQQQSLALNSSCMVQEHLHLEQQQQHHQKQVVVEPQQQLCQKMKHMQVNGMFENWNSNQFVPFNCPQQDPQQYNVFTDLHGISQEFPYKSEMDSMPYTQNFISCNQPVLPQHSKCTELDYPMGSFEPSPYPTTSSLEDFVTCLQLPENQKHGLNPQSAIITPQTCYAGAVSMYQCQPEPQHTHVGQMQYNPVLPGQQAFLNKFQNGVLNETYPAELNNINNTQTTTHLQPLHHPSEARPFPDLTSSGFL
AGP1-GFP MLPCN – alters AGP1-GFP fluorescence in TOR pathway yeast screen | S. cerevisiae AGP1-GFP multiplex flow cytometry, 3 h; GFP as percent of DMSO wells | GFP response vs DMSO, % at 10 µM | actives 0.02% (n = 320,000);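 active means GFP response relative to DMSO above a set limit, near screen average plus 3 SD, cut at about 150% in these data; inconclusive means fewer than 70 cells counted for the yeast strain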;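 further: median GFP channel fluorescence of the gated AGP1 strain per well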
proCasp3 act – procaspase-3 (human) activation. actives 0.11% (n = 330,000). activation, % at 8.5 µM. P42574. recombinant procaspase-3 D3A, Ac-DEVD-pNA absorbance 405 nm;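 active means activation above the mean of all tested compounds plus 3 SD, cut at about 21% in these data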;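 further: 0% = DMSO alone and 100% = DMSO wells spiked with extra 5 µM PC-3 D3A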
Target sequence (P42574 whole entry D9A/D28A/D175A): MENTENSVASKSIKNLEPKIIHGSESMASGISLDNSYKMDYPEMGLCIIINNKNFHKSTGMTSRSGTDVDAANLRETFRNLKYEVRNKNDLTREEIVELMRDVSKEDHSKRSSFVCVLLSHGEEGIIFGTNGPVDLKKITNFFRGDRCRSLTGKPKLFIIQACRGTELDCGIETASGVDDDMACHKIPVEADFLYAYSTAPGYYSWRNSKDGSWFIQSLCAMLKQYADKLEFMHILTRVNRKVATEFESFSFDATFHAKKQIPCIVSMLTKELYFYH
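assay system = Procaspase-3 D3A mutant | signal = absorbance at 405 nm, 0 and 120 min | times = 1 h preincubation plus 2 h reaction at 25 °C | repeats = single replicate | read-out = % activation between DMSO and enzyme-spiked controls | medium = Zinc-free HEPES saline buffer with Triton X-100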
MEP2 TOR yeast – alters MEP2-GFP fluorescence in TOR pathway yeast screen. GFP response vs DMSO, % at 10 µM. S. cerevisiae MEP2-GFP strain, flow cytometry GFP, 3 h; 100% = DMSO control level. actives 0.51% (n = 330,000);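 active means GFP response versus DMSO above a set limit, roughly screen mean plus 3 SD, cut at about 180% in these data; inconclusive means fewer than 70 cells counted for a yeast strain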;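 further: median GFP fluorescence of the barcode-gated MEP2-GFP cells per well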
Starred values were filed as active, the others as inactive; ? = inconclusive; / = no result given; [ ] = dose if it differs, or a comment.

1) Cc1ccc(NC(=O)COc2ccc3oc4c(c3c2)CCCC4)nc1
2) COc1cccc(NC(=O)CN(C)C(C)C(=O)Nc2ccc(C(C)=O)cc2)c1 (configuration not stated)
3) COc1ccc(C(=O)N=c2sc3ccccc3n2C)cc1
4) O=C(NNS(=O)(=O)c1ccc(C(=O)NC2CCCC2)cc1)c1ccncc1
5) Cc1ccc(-n2c(C)csc2=N)cc1
6) NC(=O)C1CCN(CC(=O)NC2CCCc3ccccc32)CC1 (configuration not stated)
Compound | 1 | 2 | 3 | 4 | 5 | 6
RPL19A-GFP yeast | 99 | 91 | 102 | 93 | 94 | 100
CIT2 TOR yeast | 101 | 82 | 93 | 88 | 94 | /
proCasp7 act | 11 | -2 | 3 | -23 | -4 | -5
LAP4 TOR yeast | 113 | 121 | 115 | 102 | 105 | 103
AHR activator | 8 | 5 | 37 | 0 | 2 | 3
AGP1-GFP MLPCN | 104 | 93 | 104 | 99 | 95 | 106
proCasp3 act | 3 | 5 | 1 | -9 | -2 | -2
MEP2 TOR yeast | 106 | 108 | 109 | 99 | 94 | 100

7) N/C(=N\OC(=O)c1ccc(=O)n(Cc2ccccc2)c1)c1ccccn1
8) O=C(CCS(=O)(=O)c1ccc(F)cc1)Nc1nc(-c2ccccn2)cs1
9) Cc1ccc(NC(=O)c2noc3c2CCc2ccccc2-3)cc1
10) CCc1nccn1S(=O)(=O)c1cc(OC)ccc1OC
11) Cc1ccc(-c2nc(CS(=O)(=O)CC(=O)N3CCOCC3)c(C)o2)cc1
12) O=C(O)/C=C/C(=O)N1CCN(C(c2ccccc2)c2ccccc2)CC1
Compound | 7 | 8 | 9 | 10 | 11 | 12
RPL19A-GFP yeast | 97 | 96 | 105 | 101 | 104 | 97
CIT2 TOR yeast | 98 | 97 | 103 | 101 | 106 | 110
proCasp7 act | 7 | 6 | 12 | -1 | 9 | 9
LAP4 TOR yeast | 110 | 85 | 102 | 99 | 104 | 112
AHR activator | 28 | 7 | 102* | 11 | 0 | 0
AGP1-GFP MLPCN | 102 | 91 | 103 | 101 | 110 | 103
proCasp3 act | 0 | 4 | 7 | 2 | 2 | 0
MEP2 TOR yeast | 92 | 98 | 104 | 104 | 111 | 99

13) Cc1nc2nc3c(cn2n1)C(=O)CCC3
14) O=C1CCC(=O)N1c1ccc(CSc2nnnn2C2CCCCC2)cc1
15) Cc1nc(N2CCN(Cc3ccc4c(c3)OCO4)CC2)c2cc(-c3ccccc3)sc2n1
16) Clc1cc(Br)ccc1OCCN1CCOCC1
17) O=C(CSc1cccc[n+]1[O-])c1cccs1
18) CN(CCOc1ccccc1)CC(O)COCc1ccccc1F (configuration not stated)
Compound | 13 | 14 | 15 | 16 | 17 | 18
RPL19A-GFP yeast | 101 | 100 | 95 | 101 | 110 | 107
CIT2 TOR yeast | 110 | 104 | 72 | 106 | 105 | 111
proCasp7 act | 6 | -5 | 4 | 8 | 6 | 7
LAP4 TOR yeast | 99 | 100 | 102 | 94 | 105 | 121
AHR activator | -2 | -2 | 3 | 5 | -1 | 1
AGP1-GFP MLPCN | 97 | 103 | 80 | 104 | 104 | 109
proCasp3 act | 11 | -3 | 8 | -3 | 5 | 5
MEP2 TOR yeast | 103 | 100 | 111 | 100 | 101 | 116

19) CC(=O)c1cnc2nc(SCc3cccc(C)c3)nn2c1C
20) CCOc1cc(/C=N/N2CCN(Cc3ccccc3)CC2)ccc1O
21) CCCCn1c(SCC2CCCCO2)nc2cc(S(N)(=O)=O)ccc21 (configuration not stated)
22) NC(=O)SCC(=O)Nc1cccc(Cl)c1
23) O=C(NCCc1cccs1)C1CCC(=O)N(CCc2cccc(F)c2)C1 (configuration not stated)
24) CCc1c(C)nc(N2CCN(c3cccc(OC)c3)CC2)[nH]c1=O
Compound | 19 | 20 | 21 | 22 | 23 | 24
RPL19A-GFP yeast | 101 | 103 | 95 | 101 | 104 | 105
CIT2 TOR yeast | 93 | 111 | 89 | 101 | 103 | 106
proCasp7 act | 3 | -7 | 2 | 3 | 10 | 1
LAP4 TOR yeast | 105 | 74 | 95 | 117 | 106 | 101
AHR activator | -10 | 1 | 1 | -1 | -1 | -7
AGP1-GFP MLPCN | 95 | 99 | 96 | 106 | 116 | 103
proCasp3 act | -2 | -2 | 0 | -13 | -5 | 7
MEP2 TOR yeast | 104 | 101 | 98 | 112 | 104 | 109

Along the list, quoted from above:
Nos. 19 to 22 in proCasp7 act read 3, -7, 2, 3
Nos. 19 to 22 in CIT2 TOR yeast read 93, 111, 89, 101
Nos. 19 to 22 in proCasp3 act read -2, -2, 0, -13

New compounds follow
25) CC1(C)OC(=O)C(=CNC(CCC(N)=O)C(=O)O)C(=O)O1 (configuration not stated)
26) C/C(Cn1cnc([N+](=O)[O-])n1)=N/NC(=O)COc1ccccc1Cl
27) N#Cc1c(N)nc2c(c1-c1ccncc1)CCCCC2
28) O=C(CC1C(=O)N(c2ccc(F)cc2)C(=O)N1Cc1ccccn1)Nc1ccccc1 (configuration not stated)
29) Cc1cc(NC(=O)CCC(=O)N(c2ccccc2)C(C(=O)NC(C)(C)C)c2ccccc2Cl)no1 (configuration not stated)
30) Nc1nc(-c2ccco2)nc(N2CCCCC2)n1
Compound | 25 | 26 | 27 | 28 | 29 | 30
RPL19A-GFP yeast | 93 | 99 | 54[may fluoresce violet] | 100 | 101 | 110
CIT2 TOR yeast | 87 | 96 | ? | 103 | 105 | 117
proCasp7 act | -2 | -1 | 10 | 4 | 2 | -10
LAP4 TOR yeast | 94 | 92 | 80[may fluoresce violet] | 97 | 91 | 108
AHR activator | -5 | 0 | -4 | 2 | -1 | 0
AGP1-GFP MLPCN | 95 | 99 | ? | 102 | 104 | 106
proCasp3 act | -4 | -1 | 2 | 4 | 6 | 6
MEP2 TOR yeast | 103 | 101 | 817*[may fluoresce violet] | 98 | 102 | 114

31) COc1ccc(C(C(=O)NC2CCCCC2)N(C(=O)c2sc(C)nc2C)c2ccccc2)cc1 (configuration not stated)
32) COc1nnc(-c2ccc(N3CCOCC3)c(NC(=O)c3ccco3)c2)c2ccccc12
33) CNS(=O)(=O)c1ccc(NC(=O)c2cncc(Br)c2)cc1
34) COc1ccc(S(=O)(=O)N2CCCC2CNC(=O)C(=O)Nc2ccc(C)cc2)cc1 (configuration not stated)
35) N=C1CCCN1CC(=O)c1cccs1
36) N#Cc1ccccc1NC(=O)COC(=O)c1cccs1
Compound | 31 | 32 | 33 | 34 | 35 | 36
RPL19A-GFP yeast | 110 | 94 | 101 | 105 | 92 | 101
CIT2 TOR yeast | 103 | 105 | 97 | 98 | 75 | 100
proCasp7 act | 2 | 9 | -3 | 9 | 11 | 4
LAP4 TOR yeast | 94 | 96 | 111 | 124 | 107 | 91
AHR activator | -1 | 1 | 2 | 2 | 1 | 8
AGP1-GFP MLPCN | 105 | 96 | 105 | 115 | 94 | 98
proCasp3 act | 2 | 0 | -6 | 6 | 2 | 3
MEP2 TOR yeast | 114 | 103 | 100 | 104 | 105 | 102

37) CC1CCCCC12NC(=O)N(CC(=O)Nc1ccccc1-c1ccccc1)C2=O (configuration not stated)
38) O=C(CSc1nnc(COc2ccc(Cl)cc2)o1)NC1CCCCC1
39) Cc1ccccc1OCC(=O)OCn1nnc2ccccc2c1=O
40) CCN(Cc1ccccc1)C(=O)COC(=O)Cn1cnc2ccccc21
41) Cn1c(=O)cc(SCC(=O)Nc2ccccn2)c2ccccc21
42) COc1ccc(OCCOC(=O)c2nc3nccc(C)n3n2)cc1
Compound | 37 | 38 | 39 | 40 | 41 | 42
RPL19A-GFP yeast | 89 | 100 | 94 | 101 | 96 | 99
CIT2 TOR yeast | 103 | 106 | 100 | 103 | 100 | 101
proCasp7 act | -4 | 2 | -6 | 10 | 15 | 14
LAP4 TOR yeast | 90 | 106 | 102 | 97 | 99 | 95
AHR activator | 0 | 0 | -1 | 1 | 62* | -2
AGP1-GFP MLPCN | 91 | 105 | 94 | 100 | 99 | 100
proCasp3 act | 1 | 0 | 4 | -7 | 5 | 3
MEP2 TOR yeast | 93 | 113 | 95 | 98 | 94 | 100

43) CCOC(=O)C1(CCOC)CCN(C(C)CCc2ccc(OC)cc2)CC1 (configuration not stated)
44) CCN(C[C@H]1N[C@@](Cc2ccccc2)(C(=O)OC)[C@H]2C(=O)N(Cc3ccccc3)C(=O)[C@@H]12)C(=O)Nc1ccc(Cl)cc1
45) COc1ccc(OC)c(-c2cc(C(=O)NCc3ccco3)no2)c1
46) CCOc1ncccc1C(=O)N1CCN(S(=O)(=O)c2ccc3c(c2)OCCO3)CC1
47) CCOc1cc(/C=N/NC(=O)c2ccncc2)cc(Cl)c1OS(C)(=O)=O
48) Cc1ccc(-c2nnc(C)c(N3CC(C)OC(C)C3)n2)cc1 (configuration not stated)
Compound | 43 | 44 | 45 | 46 | 47 | 48
RPL19A-GFP yeast | 93 | 105 | 104 | 98 | 103 | 97
CIT2 TOR yeast | 90 | 110 | 94 | 105 | 98 | 91
proCasp7 act | -1 | -5 | 6 | 4 | 3 | -1
LAP4 TOR yeast | 91 | 105 | 116 | 95 | 90 | 96
AHR activator | 3 | -1 | 14 | 0 | 9 | 34
AGP1-GFP MLPCN | 91 | 104 | 95 | 100 | 97 | 95
proCasp3 act | 4 | -2 | -13 | 5 | -4 | -7
MEP2 TOR yeast | 97 | 102 | 106 | 100 | 103 | 99

Exported with two lines to a compound: part of the list above.
Sequence of screens – RPL19A-GFP yeast	CIT2 TOR yeast	proCasp7 act	LAP4 TOR yeast	AHR activator	AGP1-GFP MLPCN	proCasp3 act	MEP2 TOR yeast
29: Cc1cc(NC(=O)CCC(=O)N(c2ccccc2)C(C(=O)NC(C)(C)C)c2ccccc2Cl)no1 (configuration not stated)
 : 101	105	2	91	-1	104	6	102
7: N/C(=N\OC(=O)c1ccc(=O)n(Cc2ccccc2)c1)c1ccccn1
 : 97	98	7	110	28	102	0	92
12: O=C(O)/C=C/C(=O)N1CCN(C(c2ccccc2)c2ccccc2)CC1
 : 97	110	9	112	0	103	0	99
5: Cc1ccc(-n2c(C)csc2=N)cc1
 : 94	94	-4	105	2	95	-2	94
37: CC1CCCCC12NC(=O)N(CC(=O)Nc1ccccc1-c1ccccc1)C2=O (configuration not stated)
 : 89	103	-4	90	0	91	1	93
43: CCOC(=O)C1(CCOC)CCN(C(C)CCc2ccc(OC)cc2)CC1 (configuration not stated)
 : 93	90	-1	91	3	91	4	97
21: CCCCn1c(SCC2CCCCO2)nc2cc(S(N)(=O)=O)ccc21 (configuration not stated)
 : 95	89	2	95	1	96	0	98

Going on with the list:
49) O=C(NCc1ccc(Cl)cc1)c1cc(=O)nc2sc(-c3ccccc3)nn12
50) COc1ccccc1NC(=O)NNC(=O)CCN1CCOCC1
51) CC(=O)c1ccc(S(=O)(=O)NC2CCSc3ccccc32)cc1 (configuration not stated)
52) CCNc1nc(NCC)nc(SCCOC(=O)Nc2ccccc2)n1
Compound | 49 | 50 | 51 | 52
RPL19A-GFP yeast | 100 | 102 | 104 | 94
CIT2 TOR yeast | 109 | 106 | 103 | 96
proCasp7 act | 6 | -3 | -1 | -3
LAP4 TOR yeast | 103 | 103 | 101 | 105
AHR activator | 12 | -1 | 4 | 3
AGP1-GFP MLPCN | 100 | 105 | 107 | 96
proCasp3 act | 5 | 7 | 1 | -2
MEP2 TOR yeast | 101 | 98 | 106 | 100
